Compound activity (PubChem BioAssay)
SENP1 FRET inh: inhibitors of human SENP1 SUMO protease catalytic domain. Q9P0U3. hit rate 0.21% among 360,000. recombinant SENP1 catalytic domain, CyPet-SUMO1-YPet FRET cleavage. inhibition, % at 10 µM;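 active = inhibition at least 30% at 10 µM, raw YFP signal under a set limit, fluorescence ratio 0.5 to 1.5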;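 also: 0% = enzyme with DMSO and 100% = no enzyme wells; some results filed as inactive read as strong as hits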
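system = hSENP1 catalytic domain, recombinant | reagent = SFCypet-SUMO1-SFYpet substrate at 25 nM | doses = one dose per compound, 10 µM, 0.5% DMSO | incubation = enzyme reaction for 50 min at room temperature, dark | measured by = FRET, CFP and YFP emission | controls = no-enzyme low, enzyme-DMSO high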
HKDC1 inh: HKDC1 (human) hexokinase inhibition | hit rate 0.16% among 340,000 | Q2TB90 | recombinant HKDC1, G6PDH/diaphorase resazurin coupled fluorescence | inhibition, % at 20 µM;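 active = inhibition above about 35% when tested at 20 µM, limit read from the data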;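 also: plate controls were DMSO wells with enzyme for no effect and DMSO wells lacking enzyme for full effect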
Target sequence (Q2TB90 whole entry, looked up): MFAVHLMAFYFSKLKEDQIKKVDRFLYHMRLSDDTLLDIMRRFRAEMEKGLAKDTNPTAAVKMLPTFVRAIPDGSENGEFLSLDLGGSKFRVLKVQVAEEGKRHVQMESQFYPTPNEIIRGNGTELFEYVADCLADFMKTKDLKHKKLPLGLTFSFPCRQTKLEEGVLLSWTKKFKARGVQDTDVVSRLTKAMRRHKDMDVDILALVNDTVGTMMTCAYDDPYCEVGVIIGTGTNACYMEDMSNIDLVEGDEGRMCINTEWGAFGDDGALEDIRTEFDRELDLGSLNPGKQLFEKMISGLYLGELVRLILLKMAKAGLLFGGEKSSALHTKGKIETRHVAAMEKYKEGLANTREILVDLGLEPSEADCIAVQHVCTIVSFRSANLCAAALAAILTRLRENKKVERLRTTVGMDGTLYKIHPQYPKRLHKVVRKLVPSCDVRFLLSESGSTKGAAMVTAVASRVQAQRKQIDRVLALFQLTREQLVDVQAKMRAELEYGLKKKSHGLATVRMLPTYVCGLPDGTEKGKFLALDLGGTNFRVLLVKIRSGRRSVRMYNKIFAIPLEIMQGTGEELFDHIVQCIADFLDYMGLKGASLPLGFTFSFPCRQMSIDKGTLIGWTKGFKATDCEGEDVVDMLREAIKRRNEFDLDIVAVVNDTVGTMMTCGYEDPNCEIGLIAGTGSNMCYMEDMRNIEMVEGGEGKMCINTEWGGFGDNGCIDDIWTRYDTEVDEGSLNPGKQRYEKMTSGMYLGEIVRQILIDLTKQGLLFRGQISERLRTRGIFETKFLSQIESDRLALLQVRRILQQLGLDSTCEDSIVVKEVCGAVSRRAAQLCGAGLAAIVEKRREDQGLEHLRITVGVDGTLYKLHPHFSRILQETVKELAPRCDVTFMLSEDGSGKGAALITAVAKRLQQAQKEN
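Material – in-house recombinant HK5 (HKDC1) enzyme · Quantity – HKDC1 at 5 µg/mL · Buffer or medium – pH 8.0 Tris buffer with 10 mM MgCl2 · Reagent – glucose with 1 mM ATP · Dosing – single 20 µM dose · Times – reaction time 90 min, room temperature, protected from light · Technique – resorufin fluorescence at 613 nm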
SENP7 inh: inhibitors of human SENP7 protease. Q9BQF6. recombinant SENP7, Z-RLRGG-aminoluciferin luminescence, 40 min. inhibition, % at 5 µM. hit rate 1.5% among 330,000. AID 434973;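 active = inhibition above about 50% at the single test dose, limit read from the data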;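 also: plate controls were DMSO with enzyme for no effect and no enzyme buffer wells for full effect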
PfG6PD inh: PfG6PD (Plasmodium falciparum) enzyme inhibition. PfGluPho enzyme, NADPH resazurin-diaphorase fluorescence. inhibition, % at 20 µM. hit rate 0.78% among 350,000;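 active = inhibition reaching at least a set limit at 20 µM in the primary screen, cut at about 59% in these data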;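 also: 0% = DMSO wells with substrate and 100% = DMSO wells lacking glucose-6-phosphate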
SENP6 block: inhibitors of human SENP6 protease | hit rate 1.8% among 330,000 | inhibition, % at 10 µM | Q9GZR1 | Recombinant SENP6 catalytic domain, aminoluciferin luminescence;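 active = inhibition above about 50% at the single tested dose, limit read from the data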;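 also: plate controls were DMSO wells with enzyme for no effect and DMSO wells lacking enzyme for full effect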
Apaf1 inhib: human Apaf-1 inhibition | O14727 | hit rate 0.71% among 330,000 | inhibition, % at 20 µM | reconstituted apoptosome caspase-3 activity, DEVD-Rh110 fluorescence; active = inhibition of at least 40% at 20 µM;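 also: plate controls were DMSO wells for no effect and DEVD-CHO caspase inhibitor wells for full effect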
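Material: cell-free apoptosome with Apaf-1, procaspase-3 and caspase-9; Buffer or medium: Hepes pH 7.5 with detergent and BSA; Reagent: cytochrome c trigger plus (Z-DEVD)2-Rh110 caspase-3 substrate; Times: compound with Apaf-1, dATP, procaspase-3 30 min, then 50 min reaction, room temperature; Technique: Rh110 fluorescence intensity.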
SENP8 block-1: SENP8 protease inhibition; purified SENP8, Z-RLRGG-aminoluciferin cleavage, luminescence; inhibition, % at 10 µM; hit rate 1.2% among 330,000; AID 2540; in the data active = inhibition above about 50%
SENP8 block-2: SENP8 (human) protease inhibition. recombinant SENP8, Nedd8 substrate fluorescence. inhibition, % at 20 µM. hit rate 0.64% among 360,000. AID 602440; in the data active = inhibition mostly above about 40%, no sharp cut-off; inactive = mostly below about 27%
An asterisk follows results filed as active; . = no result given; & = joins results of further samples.

SMILES	SENP1 FRET inh	HKDC1 inh	SENP7 inh	PfG6PD inh	SENP6 block	Apaf1 inhib	SENP8 block-1	SENP8 block-2
CC(C)CNC(=S)N1CCN(c2nc3ccccc3s2)CC1	0	-7	4	-7	7	5	2	14
CCOc1cc(C(=O)NCc2ccc(F)cc2)ccc1OCC(=O)N1CCCCC1	1	-4	5	-3	0	-5	3	10
Cc1ccccc1OCC(=O)N/N=C1\CC(=O)CC(C)(C)C1	2	2	0	-9	-8	-2	-4	9
CCCSc1nc2cc(C)c(C)cc2n1CC(C)O (stereo unspecified)	1	1	1	18	12	2	0	33
Cc1ccc(CN2C(=O)CCC2C(=O)NC(C)C)cc1 (stereo unspecified)	3	3	3	-12	7	8	-5	33
COC(=O)c1cc(C)sc1NC(=O)CN1CCN(C(=O)c2ccco2)CC1	1	-4	-9	-22	-11	15	-6	-12
CC1CCN(S(=O)(=O)c2ccc(NC(=O)CN3CCCC(C)C3)cc2)CC1 (stereo unspecified)	0	-3	2	11	1	-8	3	15
COc1cccc(C2=NOC(C(=O)Nc3c(C)n(C)n(-c4ccccc4)c3=O)C2)c1 (stereo unspecified)	2	-8	-6	-4	-27	6	-8	14
Cc1ccc2[nH]c(=O)c(N3CCOCC3)c(-c3ccccc3)c2c1	-2	-4	-3	14	-5	10	-5	-279
O=C(c1ccccc1)c1ccncc1	0	-5	2	-6	5	0	-3	20
CCc1ccc(C(=O)Nc2ccc(S(=O)(=O)Nc3nc(C)cc(C)n3)cc2)o1	2	-2	16	-4	-8	-7	-7	4
COc1ccc(-c2cc(C(=O)Nc3cc(OC)cc(C(=O)Nc4cccc(C(F)(F)F)c4)c3)[nH]n2)cc1	0&-2	1	-5	9&1	-4	-3	-1	12&0
Cc1ccc(C)n1-c1ccc(N2CCOCC2)nc1	-6	12	10	11	3	9	0	-269
CN(c1ccccc1C(=O)Nc1ccc(S(=O)(=O)N2CCCCC2)cc1)S(C)(=O)=O	0	-5	-3	-4	-13	0	-9	10
CCNC(=S)NNC(=O)C1CCN(Cc2ccccc2)CC1	0	-7	-4	4	7	-19	3	17
CCCOc1ccc(-c2nn(-c3ccccc3)cc2/C=C2\SC(N)=NC2=O)cc1	-21	-9	0	-2	1	-20	10	-363
CCc1ccc(C(=O)CN2C(=O)NC(C)(CCc3ccccc3)C2=O)cc1 (stereo unspecified)	-5	18	10	-4	9	18	3	9
CCC1CCC(N2CCN(c3cccc(OC)c3)CC2)CC1 (stereo unspecified)	0	4	14	-4	7	7	-13	14
COc1ccc(NC(=O)CC2C(=O)N(c3ccc(F)cc3)C(=S)N2NC(=O)c2ccccc2)cc1 (stereo unspecified)	2	-7	3	-4	-4	-7	3	7
O=C(CCCn1c(=S)[nH]c2cc3c(cc2c1=O)OCO3)N1CCN(c2ncccn2)CC1	0	11	-4	13	-2	6	-4	-5
CCCCCCOC(=O)c1ccccc1NC(=O)/C=C/C(=O)O	0	-1	-6	-16	-9	23	-9	-294
CS(=O)(=O)NCc1ccc(C(=O)NCCOc2ccccc2)cc1	0	13	10	-22	-1	-6	-2	8
O=C(Nc1cc(C(F)(F)F)ccc1N1CCOCC1)c1c(F)c(F)c(F)c(F)c1F	2	-3	-7	-14	-8	10	-9	7
CCN(CC)CCCNC(=O)c1sc2ncn(CC(=O)Nc3ccc(C)c(Cl)c3)c(=O)c2c1C	0	-4	1	-14	-2	14	-5	11
Nc1ccn([C@@H]2O[C@H](CO)[C@@H](O)[C@H]2O)c(=O)n1	3	-4	.	11	.	.	.	-2
CCN(CC)C(=O)C1CCCN(c2ccc([N+](=O)[O-])cc2/C=N/NC(=O)c2ccccc2)C1 (stereo unspecified)	-5	-5	-6	4	-33	17	-12	7
Cn1c(=O)n(C)c2cc(NS(=O)(=O)c3ccc(C(C)(C)C)cc3)ccc21	-20	8	4	7	20	17	-2	-1
Cc1ccc(N(C(=O)c2ccco2)C(C(=O)NC2CCCC2)c2cccnc2)cc1C (stereo unspecified)	1	5	-11	2	0	1	-2	25
Cc1cc(C(=O)OCC(=O)Nc2cc(Cl)ccc2C)c(C)o1	-1	-7	-2	0	-15	-3	-4	4
COC(=O)c1ccnc(SCC(=O)c2ccccc2)c1	0	-7	70*	21	74*	2	53*	2
Cc1cc(C)n2nc(CNS(=O)(=O)c3ccc(F)c(C)c3)nc2n1	2	-9	-6	1	-6	-3	-5	10
Cc1ccc(-n2c(=O)cc(N3CCN(C(=O)c4ccco4)CC3)[nH]c2=O)cc1	2	-5	-2	4	3	2	1	3
COc1ccccc1S(=O)(=O)Nc1ccc(-c2nnc3n2CCCCC3)cc1	-3	-5	2	18	-6	10	-2	18
CC(Nc1ccc(Br)cc1)C(=O)N/N=C/c1ccccc1OCc1ccccc1 (stereo unspecified)	5	7	-7	10	-3	10	-13	46*
COC(=O)C1=C(C)N(CCCC(=O)O)C(=O)NC1c1ccc(C#N)cc1 (stereo unspecified)	-1	-4	-10	-3	-9	2	7	4
O=C(NC(=S)Nc1ccccc1O)c1ccc(Cl)cc1Cl	4	3	35	0	39	6	21	15
COC(=O)CNC(=O)C(C)NC(=O)CNC(=O)OCc1ccccc1 (stereo unspecified)	0	5	-1	-11	-17	-4	0	14
CC1(C)C(c2ccc(Cl)cc2)=[N+]([O-])C2(CCCC/C2=N\O)N1O (stereo unspecified)	2	-3	-4	4	-1	-2	2	15
Cc1c(NS(=O)(=O)c2ccc(Cl)c(C(=O)OC(C)C(=O)NCc3ccco3)c2)c(=O)n(-c2ccccc2)n1C (stereo unspecified)	5	0	-6	-30	-28	13	-4	23
Cc1cc(NC(=O)COc2ccc3oc4ccccc4c3c2)no1	2	2	-4	-19	-1	-4	3	21
CCOc1ccc(NC2c3ccccc3C(=O)N2Cc2ccco2)cc1 (stereo unspecified)	2	8	3	4	-2	13	-2	7
Fc1cccc(Cl)c1/C=N/Nc1ccccn1	0	-5	47	-3	-24	-16	-19	5
CCOC(=O)CSc1cc(-c2ccccc2)nc2ncnn12	0	-6	-1	6	-3	-1	-4	3
COc1ccccc1/C=N/NC(=O)c1nnn(-c2nonc2N)c1-c1ccccc1	0	0	-3	16	-11	4	-4	-68
COCc1nnc(SCC(=O)Nc2cccc(Cl)c2C)n1-c1ccccc1	2	-14	8	-8	1	0	3	24
c1cc2c(cc1-c1cnc3n1CCC3)OCCO2	1	-2	3	-5	-24	-6	-10	5
Cc1cc2nc(N3CCN(C(=O)c4cccs4)CC3)sc2cc1C	2	-5	-8	-2	-7	10	0	8
O=C(c1cc(Cl)ccc1Cl)N1CCN(c2ccccn2)CC1	1	-6	-1	-9	-13	-4	-1	4
Cc1nc(SCc2nc3ccc(C(F)(F)F)cc3[nH]2)c2oc3ccccc3c2n1	-31	3	-1	29	-7	15	3	-52
Cc1ccc2nc(Cl)c(/C=N/Nc3ccc(C(=O)O)cc3)cc2c1	-33	10	4	60*	1	-16	8	-372
Cc1cc(C)nc(Sc2ccc(/C=C(\C#N)C(=O)Nc3ccccc3)o2)n1	-21	13	3	-9	-24	3	8	3
NNC(=O)c1cc2c(s1)-c1cc(Cl)ccc1SC2	-69	2	5	1	-11	21	-14	-445
c1ccc(-c2noc(C34CC5CC(CC(C5)C3)C4)n2)cc1	3	4	2	2	-3	4	-2	17
CC(NC(=O)c1cnc2n(c1=O)CCS2)c1ccccc1 (stereo unspecified)	0	-2	5	5	-25	3	12	18
CCN(CCCNC(=O)C1CCC(=O)N1Cc1ccccc1Cl)c1cccc(C)c1 (stereo unspecified)	1	-3	4	13	-10	20	-4	11
CCC1=C(OC(=O)N(CC)CC)N2C(=O)OC(=NCCc3c[nH]c4ccccc34)[C@]2(Cc2ccccc2)[C@H]2C1=CC[C@H]1C(=O)N(CC)C(=O)[C@H]12	-1	6	5	7	-14	22	-3	-33
CCN1C(=O)/C(=C\c2ccc3c(c2)OCO3)C(C(=O)OC)=C1C	1	-3	-5	-2	-30	0	-2	20
Cc1cc(C)nc(-n2nc(C)cc2NC(=O)c2cccc(S(=O)(=O)N(C)C)c2)n1	.	-6	-6	-11	-12	4	-4	.
COc1ccccc1CNC(=O)CCCn1nc(C)c2c(C)n(-c3ccc(C)cc3)nc2c1=O	0	-3	3	2	5	8	-2	1
COC(=O)C1=CN(Cc2cccs2)C=C(C(=O)OC)C1c1cccc(O)c1	-141	1	0	7	-13	4	-1	-375
(continued)
SMILES	SENP1 FRET inh	HKDC1 inh	SENP7 inh	PfG6PD inh	SENP6 block	Apaf1 inhib	SENP8 block-1	SENP8 block-2
COc1cccc(-c2ccc3c(c2)S(=O)(=O)c2cccc(C(=O)O)c2C3=O)c1OC	-3	-3	-5	-29	-2	5	-10	6
CCCC(c1nnnn1CC1CCCO1)N1CCN(c2ccccc2)CC1 (stereo unspecified)	0	6	4	4	-1	-6	-2	2
O=C(NC1=NCCS1)C1CCCCC1	-1	0	0	-2	15	-3	1	14
O=c1c2ccccc2n(Cc2ccc(Cl)cc2)c(=O)n1Cc1ccco1	0	-8	-10	2	-6	31	-11	6
CC(C)c1ccc(NC(=S)NNC(=O)c2cccnc2)cc1	0	-7	8	-16	-6	-6	-1	-5
Cc1cccc(CN2CCN(C(=O)CCl)CC2)c1	1	-6	7	-1	3	7	1	16
CCCC12CN(C(=O)c3ccco3)CC(CCC)(CN(C(=O)c3ccco3)C1)C2=O	0	1	-7	-3	0	9	-15	19
COc1ccc(CN(CC(=O)NCc2ccccc2)C(=O)CCC(=O)Nc2ccccn2)cc1	0	-4	-10	-10	-22	2	-2	9
S=C1c2ccccc2CN1c1ccccc1	1	-7	2	-4	5	-1	-8	18
Cc1cc(OCCOc2cccc3cccnc23)cc(C)c1Cl	3	9	1	24	1	14	14	-89
COc1cc(-c2nc(C(=O)NCC3CCCO3)cc3c2[nH]c2ccccc23)cc(OC)c1OC (stereo unspecified)	-5	0	-3	33	3	0	-2	-277
Cc1nn(C)c(C(=O)N/N=C/c2cccc(Oc3ccccc3)c2)c1Br	0	5	-6	145*	-10	11	-3	9
Cc1ccc(S(=O)(=O)N2CCC(=O)N(CCO)CC2)cc1	1	-7	-5	-8	-1	3	0	4
CC1Cc2ccccc2N1C(=O)CSc1nccc(=O)[nH]1 (stereo unspecified)	5	-6	-8	3	-4	-1	-8	32
CC(=O)Nc1ccc(CNC(=O)C[N+]2(C)CCOCC2)cc1	2	-17	-5	8	-5	-8	-1	7

Structures listed so far with a thiophene ring, fused or not, in the order listed:
SMILES	SENP1 FRET inh	HKDC1 inh	SENP7 inh	PfG6PD inh	SENP6 block	Apaf1 inhib	SENP8 block-1	SENP8 block-2
COC(=O)c1cc(C)sc1NC(=O)CN1CCN(C(=O)c2ccco2)CC1	1	-4	-9	-22	-11	15	-6	-12
CCN(CC)CCCNC(=O)c1sc2ncn(CC(=O)Nc3ccc(C)c(Cl)c3)c(=O)c2c1C	0	-4	1	-14	-2	14	-5	11
Cc1cc2nc(N3CCN(C(=O)c4cccs4)CC3)sc2cc1C	2	-5	-8	-2	-7	10	0	8
NNC(=O)c1cc2c(s1)-c1cc(Cl)ccc1SC2	-69	2	5	1	-11	21	-14	-445
COC(=O)C1=CN(Cc2cccs2)C=C(C(=O)OC)C1c1cccc(O)c1	-141	1	0	7	-13	4	-1	-375
